# PfHsp90 yeast 2 = reduces growth (ATP signal) of yeast expressing P. falciparum Hsp90. 310,000 tested, 0.32% active. AID 504621. inhibition, % at 9.4 µM. S. cerevisiae expressing PfHsp90, BacTiter-Glo ATP, 48 h; yeast lacking PDR1 and PDR3 efflux regulators;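 active means every replicate shows inhibition above about 80%, whatever the replicate mean, limit read from the data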;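 further: 0% = DMSO neutral controls and 100% = 20 µM radicicol positive controls; yeast relying on Plasmodium falciparum Hsp90 in place of its own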
# Pemphigus Ab inh = inhibitors of pemphigus antibody binding to human desmoglein-3. DSG3-coupled beads, scFv-anti-DSG3-GFP binding, flow cytometry; active compounds read low. binding (percent of control), % at 10 µM. AID 588358. 310,000 tested, 0.48% active;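 active means binding more than 3 SD below its plate's average and above zero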;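 further: hits lower antibody fragment binding to DSG3; some compounds called inactive have numbers as strong as hits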
# phage Ecoli inh = E. coli growth loss with phage present. inhibition, % at 11.9 µM. 360,000 tested, 0.26% active. growth absorbance; in the data active means inhibition above about 11%
# Ecoli viability = counter-screen for AddAB inhibitors: E. coli growth inhibition | 330,000 tested, 0.27% active | E. coli V3065 growth, OD600 absorbance, 18 h | AID 449728 | inhibition, % at 11.9 µM;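 active means inhibition above the campaign's mean inhibition across all tested compounds plus 3 SD, cut at about 9.9% in these data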;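 further: uninfected addAB+ strain grown without phage in ampicillin broth; 0% = DMSO wells and 100% = ciprofloxacin 0.95 µg/ml wells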
# PKA-R1A activ = PKA-R1A complex activation; P00514+P68181; PKA-R1A dissociation, Cy5-IP20 fluorescence polarization; scaled: DMSO 0%, 113 µM cGMP 100%; activation, % at 11.4 µM; 340,000 tested, 0.083% active; AID 504707;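 active means percent activation above the mean of all tested compounds plus 3 SD, cut at about 19% in these data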;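 further: higher means more PKAc released from R1A so a rise in polarization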
# HTR5A inv ctr = inverse agonist of human HTR5A in OPRM1-OPRD1 counter-screen; HTR5A cell line, luminescence, inverse agonism; 340,000 tested, 0.083% active; P47898; inhibition, % at 9.3 µM; in the data active means inhibition mostly above about 23%, no sharp cut-off; inactive means mostly below about 18%;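 further: 0% = cells with DMSO and 100% = no-cell wells with DMSO; some compounds called inactive have numbers as strong as hits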
# Target sequence (P47898 whole entry, looked up): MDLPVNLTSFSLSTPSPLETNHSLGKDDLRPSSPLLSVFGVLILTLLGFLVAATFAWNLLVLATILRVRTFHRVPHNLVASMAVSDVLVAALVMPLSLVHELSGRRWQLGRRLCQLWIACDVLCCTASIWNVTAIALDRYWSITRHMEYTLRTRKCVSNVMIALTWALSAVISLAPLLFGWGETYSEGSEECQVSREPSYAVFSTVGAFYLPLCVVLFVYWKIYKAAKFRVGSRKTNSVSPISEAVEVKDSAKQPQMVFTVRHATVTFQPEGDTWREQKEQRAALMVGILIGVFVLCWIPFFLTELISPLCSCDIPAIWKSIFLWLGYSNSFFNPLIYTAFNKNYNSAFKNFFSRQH
# SUMO Mot1 rescue = SUMOylation pathway inhibition by Mot1-301 growth rescue. growth rescue, % at 18.8 µM. 320,000 tested, 1% active. S. cerevisiae Mot1-301 growth rescue, ATP luminescence, 38.5C; percent above DMSO median, 100 means doubled. AID 2716;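 active means every valid replicate shows activation above 250% relative to neutral control wells; inactive means the rest, any valid replicate at or below 250%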;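 further: OY570 slx delta 5 strain wells were the positive control but not used for scaling; some compounds called inactive have numbers as strong as hits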
# MOR-DOR ag = agonists of human mu-delta opioid receptor heterodimerization | P35372+P41143 | cells, OPRM1-OPRD1 heterodimerization, luminescence | activation, % at 9.3 µM | 340,000 tested, 0.3% active; in the data active means activation above about 18%;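 further: 0% = vehicle-treated cells and 100% = reference agonist; values of inactives mirror those of a sister screen read the other way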
# HTR5A ag = counter-screen for OPRM1-OPRD1 agonists: human HTR5A agonism | P47898 | HTR5A agonist assay, luminescence, cell-based | activation, % at 9.3 µM | 340,000 tested, 0.61% active | AID 504692; in the data active means activation mostly above about 9.5%, no sharp cut-off; inactive means mostly below about 7.6%;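 further: 0% = cells with vehicle only and 100% = reference agonist; strong numbers were not always called active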
# AddAB inh = less growth of phage-infected E. coli with AddAB | 330,000 tested, 0.29% active | E. coli expressing H. pylori AddAB, absorbance growth | inhibition, % at 11.9 µM; in the data active means inhibition above about 12%;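 further: 0% = vehicle wells of infected cells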
# MOR-DOR inv ag = inverse agonists of human mu-delta opioid receptor heterodimerization; P35372+P41143; cell-based MOR-DOR heterodimer luminescence, inverse agonism; inhibition, % at 9.3 µM; 340,000 tested, 0.21% active; AID 504357; in the data active means inhibition above about 22%, passing the limit was not always enough;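 further: 0% = cells with DMSO and 100% = wells without cells with DMSO; values of inactives mirror those of a sister screen read the other way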
# The depositor's hits bear a star; nt = no result given.
# Results follow in this order: PfHsp90 yeast 2	Pemphigus Ab inh	phage Ecoli inh	Ecoli viability	PKA-R1A activ	HTR5A inv ctr	SUMO Mot1 rescue	MOR-DOR ag	HTR5A ag	AddAB inh	MOR-DOR inv ag
1) Cn1c(N)nc2ccccc2c1=O
→ nt	104	1.9	2.0	nt	nt	103	nt	nt	3.8	nt
2) CC(/C=N/NC(=O)Cc1cccs1)=C\c1ccco1
→ nt	99	2.7	1.2	-6	3	-7	-0.6	-1	3.1	3
3) O=C(NCc1cc(F)ccc1F)C1CCC(=O)N(C2CCCCCC2)C1 (configuration not stated)
→ -25	nt	2.4	0.8	-2	-4	95	-0.7	1	2.4	4
4) CN(CC1CCCN(CCc2ccc(Cl)cc2)C1)C(=O)c1ccc2nc[nH]c2c1 (configuration not stated)
→ 8	102	-0.6	-0.4	-7	7	13	-0.6	-3	-1.1	4
5) O=C(COc1ccccc1Cl)Nc1ccc2[nH]c(=O)[nH]c2c1
→ -3	98	2.5	nt	-1	3	nt	-1.1	0	nt	6
6) O=C(Nc1ccc(Cl)cc1)N1CCC(c2ccccc2)C1 (configuration not stated)
→ 29	92	4.8	1.5	-7	-14	24	1.1	1	0.9	-6
7) Clc1ccccc1CSc1cnnc2ccccc12
→ 15	113	2.4	nt	1	-1	nt	-0.7	0	nt	4
8) Cn1c(CC(=O)Nc2ccc(Cl)c(Cl)c2)nnc1SCC(=O)Nc1nccs1
→ nt	96	1.4	1.7	0	6	-6	-1.3	-1	1.4	7
9) CCNc1nc(NCC)n2c(SCC(=O)Nc3ccccc3Cl)nnc2n1
→ -25	101	-1.6	3.5	3	11	2	0.3	1	0.4	-2
10) CCN(CC)C(=O)Nc1ccc(Br)cc1
→ nt	106	0.1	2.8	0	-12	6	-2.6	-2	4.5	13
11) O=C(O)c1cccc(NC(=S)NC(=O)c2ccc3ccccc3c2)c1
→ 9	nt	0.2	-0.6	9	-9	-16	-3.8	-1	3.2	20
12) CCOC(=O)C1(Cc2cccc(Cl)c2)CCCN(C(=O)CCN2CCCC2=O)C1 (configuration not stated)
→ -4	nt	0.4	1.4	-2	-23	4	-1.3	6	1.3	8
13) COc1ccc2nc3c(cc2c1)c(NC(=O)c1cccs1)nn3CC(C)C
→ -39	111	2.1	1.2	-12	16	-13	1.5	0	8.6	-6
14) COc1cc(C)ccc1OCCCCOc1ccccc1C(C)=O
→ -6	102	1.5	-0.6	-1	-20	-17	1.7	6	4.0	-9
15) COc1ccc(/C=C2\CCc3ccccc3C2=O)cc1OC
→ -20	96	2.5	-1.8	4	-27	-21	-3.2	4	1.2	17

# Continuation.
# Results follow in this order: PfHsp90 yeast 2	Pemphigus Ab inh	phage Ecoli inh	Ecoli viability	PKA-R1A activ	HTR5A inv ctr	SUMO Mot1 rescue	MOR-DOR ag	HTR5A ag	AddAB inh	MOR-DOR inv ag
16) COc1ccc(NC(=O)c2cccc(S(=O)(=O)NCc3ccco3)c2)c(OC)c1
→ -8	102	4.0	0.3	-5	17	-6	0.2	-1	-3.8	-2
17) CN(c1ccc(C(=O)NC2CC2)cc1)S(=O)(=O)c1ccccc1
→ -25	104	3.3	-3.4	3	-3	125	-1.6	-3	1.6	9
18) NC(=O)COc1ccc(/C=N\NC(=O)c2ccc(-c3ccccc3)cc2)cc1
→ -15	95	0.9	1.4	-12	7	-1	-2.3	-3	0.6	12
19) Cc1nn(C)c(C)c1/C=N/O
→ -8	99	4.2	-0.3	1	2	-5	-3.2	-1	2.7	18
20) CCN(CCNC(=O)CCCn1nc(C)n2c(cc3sccc32)c1=O)c1ccccc1
→ -23	106	2.3	-3.9	4	-25	-5	1.8	8	-3.4	-10
21) Cc1ccc(C(=O)NC(=S)Nc2cc(-c3nc4ccccc4s3)ccc2C)cc1
→ -7	95	2.5	-1.6	-12	24	-12	-1.3	-8	-1.5	7
22) COc1ccc(CNC(=O)CN(C(=O)CCC(=O)Nc2nccs2)c2ccc3c(c2)OCO3)cc1
→ -31	118	3.6	1.1	-5	-23	15	-2.6	8	2.4	14
23) COCCCn1c(SCC(=O)Nc2ccccc2)nnc1-c1ccncc1
→ -5	108	0.5	3.6	-20	-19	-11	-0.5	-1	2.0	2
24) COc1ccc(C(=O)NCc2ccc3c(c2)OCO3)cc1S(=O)(=O)N(C)Cc1ccccc1
→ 14	100	2.4	-2.0	-16	5	13	-1.3	-2	1.2	8
25) Oc1ccc(C[C@H]2CNCCN2CCCCC2CCCCC2)cc1
→ 1	116	5.4	1.3	-4	-21	-19	-0.4	8	0.6	2
26) CC(C)=CCCC(C)CN1CCC(n2nccc2NC(=O)c2cccnc2)CC1 (configuration not stated)
→ 6	103	4.9	2.4	1	3	-6	-1.6	3	2.8	8
27) N/C(=N\OC(=O)CC1CCCCC1)c1ccncc1
→ -15	93	6.5	0.1	2	-3	340	-1.4	1	5.5	7
28) O/N=C/c1cc2ccccc2n1Cc1ccccc1F
→ -5	88	2.8	-1.5	-3	17	-13	0.5	-5	-1.0	-2
29) CCC(O)(CC)C(=O)NN(C(=O)Nc1csc2c1CCCC2)c1ccccc1
→ 15	99	1.6	-1.8	-1	-8	13	-2.9	-2	1.4	13
30) Cc1ccccc1CNC(=O)c1ccccc1C(=O)O
→ -8	108	1.3	-1.0	6	-21	206	3.8	4	3.7	-19

# Next records.
# Results follow in this order: PfHsp90 yeast 2	Pemphigus Ab inh	phage Ecoli inh	Ecoli viability	PKA-R1A activ	HTR5A inv ctr	SUMO Mot1 rescue	MOR-DOR ag	HTR5A ag	AddAB inh	MOR-DOR inv ag
31) Cn1cccc1Cc1nnc(SCC(=O)Nc2ccccc2)n1-c1ccc(F)cc1
→ -39	112	1.2	-1.8	-5	2	9	-0.9	-1	4.0	5
32) Cc1cc(/C=C2\SC(=O)N(C)C2=O)c(C)n1-c1cccc(C(=O)O)c1
→ -5	nt	0.6	-0.3	-2	-2	-8	-0.5	1	0.2	2
33) Cc1cccc(Nc2c3c(nc4ncnn24)CCC3)c1
→ 27	104	2.1	2.2	-5	-10	-15	-2.1	-3	1.9	14
34) Cc1cccc(OCC(=O)N2CCN(C(=O)CCC3CCCC3)CC2)c1
→ -6	116	2.5	-1.9	-5	-7	7	-1.5	4	-1.3	9
35) COC(=O)Cn1ncc2c3ccccc3n(Cc3ccccc3)c2c1=O
→ nt	nt	1.2	-1.3	4	5	-17	0.1	-2	-1.4	0
36) CN(C)CCNc1nc(-c2ccccc2)c2c(c1C#N)CC(C)(C)OC2
→ 8	107	2.7	2.1	2	-28	12	1.3	-5	-0.8	-8
37) N#Cc1ccc(C(=O)Nc2nc(SCc3ccc(Cl)cc3)n[nH]2)cc1
→ -15	94	0.2	-2.7	-5	0	-14	12	-3	-3.5	-58
38) COC(=O)C1C(=O)C2=C(CC1C)NC(C)=C(C(=O)OC1CCCC1)C2c1ccc(N(C)C)cc1 (configuration not stated)
→ -18	nt	2.5	0.5	-18	-9	4	0.2	9	3.7	-1
39) CCC1(c2ccccc2)NC(=O)N(CC(=O)NNC(=O)COc2ccc(Cl)cc2C)C1=O (configuration not stated)
→ 1	107	-0.6	-2.5	-5	-14	-6	-3.8	-3	-2.9	14
40) COc1ccccc1-c1cnn2c(NC3CCCC3)cc(C)nc12
→ -26	86	-0.8	-3.1	-5	14	3	0.9	-4	-1.6	-4
41) Cc1noc(C)c1S(=O)(=O)Nc1ccc(C(=O)NCc2ccccc2)cc1
→ -46	79	1.6	0.4	-5	4	1	-1.0	1	3.1	5
42) C#CCOCCOCCOCCNc1nc(N2CCN(C(=O)[C@H](CCCCN)n3cc(CN)nn3)CC2)nc(N2CCN(C(=O)[C@H](CCC(=O)O)n3cc(CN)nn3)CC2)n1
→ -9	102	3.0	-1.8	-2	14	8	-2.3	-4	-0.2	11
43) Cc1cccc(NC(=O)c2ccc(S(=O)(=O)N3CCCCC3C)cc2)n1 (configuration not stated)
→ -7	108	2.3	0.2	3	-13	-5	-1.1	4	-1.8	6
44) Cc1ccc(-c2nn(C)c(=O)c3ccccc23)cc1S(=O)(=O)NCCO
→ -34	108	1.1	-1.3	6	-3	2	1.9	2	1.1	-10

# Screens (PubChem BioAssay)
